# TDP43 rescue: inhibitors of TDP-43 toxicity in yeast. TDP-43 expressing yeast growth rescue, BacTiter-Glo, 24 h. Potency, µM (doses to about 46.1 µM), for inactives: top-dose growth rescue (activation), hits mostly activators. actives 1.8% (n = 410,000). AID 652104; further: potency means the concentration at half of the fitted maximal effect; % of control where 0% means no effect; nearly all actives have a fitted effect of over 50% in size
#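 Galactose-induced TDP-43 yeast, OD600=0.02, compound pinned; 24 hr, 30 deg C; BacTiter-Glo luminescence for growth. Inhibitors of TDP-43 toxicity read as activators.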
# aSyn yeast inh: rescues yeast growth from alpha-synuclein toxicity; actives 0.14% (n = 370,000); Yeast expressing alpha-synuclein, growth rescue, BacTiter-Glo, 24 h; Potency, µM (top dose mostly 46.1 µM), without a hit: at the top dose growth rescue (activation), actives largely listed as activators; further: potency means the concentration at half of the fitted maximal effect; % of control where 0% means no effect; nearly all actives have a fitted effect of over 65% in size
#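 Galactose-induced alpha-syn yeast (OD600=0.02, raffinose-pregrown) + pinned cpd, 24 hr, 30 deg C; growth by BacTiter-Glo luminescence. Growth restoration scores as activation.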
# FUS suppressor: rescues growth of FUS-expressing yeast | S. cerevisiae FUS-expressing, growth rescue, OD600, 24 h | Potency, µM (series often up to 76.6 µM), for inactives: at the top dose growth rescue (activation), hits mostly activators | actives 0.24% (n = 390,000) | AID 1347120;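 further: potency means the concentration at half of the fitted maximal effect; plate controls were DMSO vehicle for no effect and reference control for full effect; nearly all actives have a fitted effect of over 55% in size; some results filed as inactive show a strong effect at the top dose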
#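 Quantitative HTS measuring growth restoration of FUS-toxic yeast. Galactose-induced cells (OD 0.005) were exposed 24hr at 30C to compounds at several concentrations, then absorbance at 600 nm was recorded.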
# PTHR1 ag: activates the human parathyroid hormone receptor PTHR1; HEK293 GP2 PTHR1 cells, GloSensor cAMP luminescence, 1 h; Potency, µM (highest dose often 115 µM), for inactives: top-dose activation, hits mostly activators; actives 0.075% (n = 410,000); AID 743266; further: potency means the concentration at half of the fitted maximal effect; nearly all actives have a fitted effect of over 55% in size; some results filed as inactive show a strong effect at the top dose; inactives centre near -15; many of its hits are not listed in these tables
# Target sequence (Q03431 whole entry, looked up): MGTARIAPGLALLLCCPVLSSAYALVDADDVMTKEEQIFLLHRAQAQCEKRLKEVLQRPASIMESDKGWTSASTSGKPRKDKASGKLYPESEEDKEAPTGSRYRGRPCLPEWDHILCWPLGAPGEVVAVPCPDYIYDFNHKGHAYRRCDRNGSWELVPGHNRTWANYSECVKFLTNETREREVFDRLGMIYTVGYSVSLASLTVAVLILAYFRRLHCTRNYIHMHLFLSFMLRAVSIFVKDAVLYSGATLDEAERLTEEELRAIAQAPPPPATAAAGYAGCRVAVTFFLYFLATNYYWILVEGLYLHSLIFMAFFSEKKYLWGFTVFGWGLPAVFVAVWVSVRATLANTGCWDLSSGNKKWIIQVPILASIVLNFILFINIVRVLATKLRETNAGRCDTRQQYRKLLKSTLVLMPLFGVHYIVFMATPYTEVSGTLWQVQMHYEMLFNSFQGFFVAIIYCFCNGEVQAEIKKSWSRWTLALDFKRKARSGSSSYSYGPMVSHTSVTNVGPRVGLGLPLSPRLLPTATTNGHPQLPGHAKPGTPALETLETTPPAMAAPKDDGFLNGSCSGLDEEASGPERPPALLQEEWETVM
#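 HEK-293-derived GP2 cells expressing PTHR1 and a GloSensor cAMP reporter, 3,000/well, plated overnight, given luciferin plus IBMX (each 0.5 mM as added) for 1 h at 37 °C, then compound for 1 h at 37 °C. Luminescence was read after 15 min at room temperature.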
# GLP1R inv ag: GLP-1 receptor (human) inverse agonism | P43220 | HEK293 GLP-1R CRE-luciferase, luminescence, 24 h; GLP-1R form is constitutively active | Potency, µM (top dose mostly 38.3 µM), inactives show at the top dose activity change, negative = inhibition, most hits filed as inhibitors | actives 1.6% (n = 410,000); further: potency means the concentration at half of the fitted maximal effect; on the % scale 0 is the no-effect control and ±100 the full control effect; nearly all actives have a fitted effect of over 55% in size
# Target sequence (P43220 whole entry, looked up): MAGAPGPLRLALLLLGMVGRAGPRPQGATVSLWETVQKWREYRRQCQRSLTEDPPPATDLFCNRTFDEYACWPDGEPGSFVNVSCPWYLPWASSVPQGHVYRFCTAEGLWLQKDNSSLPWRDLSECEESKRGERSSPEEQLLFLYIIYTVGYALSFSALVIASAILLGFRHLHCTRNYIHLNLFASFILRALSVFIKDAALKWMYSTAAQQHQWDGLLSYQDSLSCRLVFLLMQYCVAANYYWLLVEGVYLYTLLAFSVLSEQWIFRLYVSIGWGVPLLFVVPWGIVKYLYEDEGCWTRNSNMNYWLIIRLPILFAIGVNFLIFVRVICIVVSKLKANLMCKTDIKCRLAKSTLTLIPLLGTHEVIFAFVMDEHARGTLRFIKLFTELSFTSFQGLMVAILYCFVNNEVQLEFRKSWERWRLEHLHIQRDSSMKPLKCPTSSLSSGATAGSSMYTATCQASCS
#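 Inverse agonists were sought by their lowering of basal cAMP reporter luciferase output in HEK293 cells stably carrying constitutively active human GLP-1R, after 24 h compound treatment.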
# Akt phos inh: inhibitors of Akt phosphorylation; activity change, % for hits at 50 µM; Neuro2A IGF-stimulated pAkt S473 HTRF, 20 min; hits give low values; AID 651550; actives 0.32% (n = 360,000); in the data active means activity change below about -80%; inconclusive means mostly about -51% to -80%; further: on the % scale 0 is the no-effect control and ±100 the full control effect
#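 Single-point screen (50 µM final compound) in Neuro2A cells stimulated 20 min with 6 nM IGF at 37 deg C. After lysis, Ser473-phosphorylated Akt read by HTRF (ex 330 nm, em 615/665 nm) as the 665/615 ratio.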
# Abeta yeast res: A-beta toxicity reversal in yeast; actives 0.063% (n = 410,000); yeast expressing A-beta42, growth rescue, OD600, 48 h; response scale: 0% DMSO, 100% iron-clioquinol control; Potency, µM (titrated, usually from 46.1 µM), inactives show top-dose growth rescue, usual class: activators; further: potency means the concentration at half of the fitted maximal effect; nearly all actives have a fitted effect of over 55% in size
#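 Yeast A-beta toxicity model in growth medium with pinned compounds, 48 h at 30 C; growth read as absorbance at 600 nm. Normalized to FeCl3/clioquinol equimolar mix (positive) and DMSO (negative).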
# Mm-Cpn inhibitor: M. maripaludis TRiC chaperonin inhibition. AID 504842. Potency, µM (doses to about 76.9 µM), inactives show at the highest dose activity, negative = inhibition, usual class: inhibitors. purified Mm-Cpn ATPase, ADP Transcreener TR-FRET. actives 0.031% (n = 330,000); further: potency means the concentration at half of the fitted maximal effect; on the % scale 0 is the no-effect control and ±100 the full control effect; nearly all actives have a fitted effect of over 80% in size
#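 Purified archaeal chaperonin (25 nM final) was preincubated with compound for 10 min at 37°C, then ATP (10 uM final) was added for 30 min at 37°C in Tris pH 7.4/KCl/MgCl2/DTT buffer. ADP was quantified by HTRF Transcreener TR-FRET.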
# GLP1R cytotox: cytotoxicity in counter-screen for GLP-1R inverse agonists; HEK293 cAMP-luciferase reporter cells, luminescence, 24 h; actives 0.13% (n = 410,000); Potency, µM (series often up to 38.3 µM), for inactives: at the highest dose activity change, negative = inhibition, usual class: inhibitors;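 further: loss of luciferase light is scored as toxicity; potency means the concentration at half of the fitted maximal effect; on the % scale 0 is the no-effect control and ±100 the full control effect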
#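 Cells in DMEM/10% Nu serum/1% pen-strep, 1536-well format. Pre-incubated 12 h, dosed with 23 nL compound, incubated a further 24 h. Luciferase detection, 12 min at room temp, luminescence.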
# Numbers without * were called inactive; i = inactive; ? = inconclusive; . = no result given; [ ] = another dose, or the depositor's remark. Unless noted, the call rests on the fitted dose curve; in most records, active means well fitted curve in the direction sought with a large enough effect; inconclusive means small, poorly fitted or top-dose-only effect, or another doubt; inactive means no such curve, though single readings can be large; an effect the other way counts as inactive or inconclusive.
1	CCC1=C(Nc2ccccc2)COC1=O
2	CN(C)c1cccc(C(=O)N2CCCC(CCC(=O)N3CCN(c4ccccn4)CC3)C2)c1 (configuration not stated)
3	O=C(NCCCN1CCc2ccccc2C1)C1CCN(S(=O)(=O)N2CCCC2)CC1
4	COc1ccc(OC)c(S(=O)(=O)Oc2ccc(N)c3ccccc23)c1
5	Fc1ccccc1Cn1cc(C(=S)N2CCOCC2)c2ccccc21
6	CCc1ccc(N2C(=O)CN(Cc3ccccc3)C2=S)cc1
7	Cc1ccc(S(=O)(=O)NC(CC(=O)O)c2cccs2)cc1 (configuration not stated)
8	CS(=O)(=O)Nc1ccc2c(c1)[C@H]1C[C@H](CC(=O)NCc3cccc(F)c3)O[C@@H](CO)[C@H]1O2
assay / compound	1	2	3	4	5	6	7	8
TDP43 rescue	15%	-6%	-18%	24%	?	17%	8%	7%
aSyn yeast inh	6%	-3%	9%	11%	20µM*	0%	-5%	1%
FUS suppressor	21%	12%	3%	37%	31%	-17%	13%	-10%
PTHR1 ag	-4%	-23%	i	-3%	-26%	-3%	i	-22%
GLP1R inv ag	10%	9%	0%	5%	?	?	-20%	11%
Akt phos inh	i	i	i	i	i	i	i	i
Abeta yeast res	-9%	4%	-10%	-6%	?	0%	8%	-8%
Mm-Cpn inhibitor	.	-5%	?	.	-1%	1%	-8%	.
GLP1R cytotox	1%	-25%	-19%	-24%	-1%	-9%	-7%	5%

9	O=C(CN1C(=O)C(=O)c2ccccc21)NC1CCCCC1
10	CCOC(=O)CC1C(=O)NCCN1C(=O)c1sc2ccccc2c1Cl (configuration not stated)
11	CCCCN(C)CCCNC(=O)c1ccc2nc(N3CCCCC3)sc2c1
12	CCCN1C2CCCC1CC(NC(=S)Nc1ccc(OC)cc1)C2 (configuration not stated)
13	Cc1cc(SCc2ccc(Cl)cc2Cl)nc(=O)[nH]1
14	Cc1ccc(N2C(=O)c3ccccc3C2C(=O)c2ccc(O)cc2O)cc1 (configuration not stated)
15	Cc1ncc([N+](=O)[O-])n1S(=O)(=O)c1cc(Br)ccc1Br
16	Cc1ccc(CNC(=O)C(C)n2ccc3cc(S(=O)(=O)N4CCCC4)ccc32)cc1 (configuration not stated)
assay / compound	9	10	11	12	13	14	15	16
TDP43 rescue	10%	7%	11%	20%	2%	-20%[0.397 µM]	7%	16%
aSyn yeast inh	-28%	-3%	.	-3%	-6%	-6%	-6%	.
FUS suppressor	24%	7%	-15%	-18%	14%	20%	-26%	40%
PTHR1 ag	i	-1%	-19%	-9%	1%	-19%	?	-34%[inhibitor]
GLP1R inv ag	9%	39%[activator]	-10%	-28%	?	-27%	11%	-39%
Akt phos inh	i	i	.	i	i	i	i	.
Abeta yeast res	-12%	-7%	-8%	-19%	.	4%	?	0%
Mm-Cpn inhibitor	1%	?	.	-1%	-4%	-1%	3%	.
GLP1R cytotox	-3%	5%	-9%	2%	-22%	-27%	21%	-3%

# Reprinted from above (three entries):
4	COc1ccc(OC)c(S(=O)(=O)Oc2ccc(N)c3ccccc23)c1
5	Fc1ccccc1Cn1cc(C(=S)N2CCOCC2)c2ccccc21
6	CCc1ccc(N2C(=O)CN(Cc3ccccc3)C2=S)cc1
assay / compound	4	5	6
TDP43 rescue	24%	?	17%
aSyn yeast inh	11%	20µM*	0%
FUS suppressor	37%	31%	-17%
PTHR1 ag	-3%	-26%	-3%
GLP1R inv ag	5%	?	?
Akt phos inh	i	i	i
Abeta yeast res	-6%	?	0%
Mm-Cpn inhibitor	.	-1%	1%
GLP1R cytotox	-24%	-1%	-9%

# Following part.
17	COc1ccc([N+](=O)[O-])c2c(=O)ccoc12
18	COc1ccc(-c2cc3n(n2)CCc2nc4ccccc4n2-3)cc1
19	COc1cc(CC(=O)Nc2nc(-c3ccccc3)c(C(C)=O)s2)cc(OC)c1OC
20	CCOC(=O)COc1ccc(S(=O)(=O)Nc2cccc(SC)c2)cc1
21	CC(C)=CCn1c2ccc(NC(=O)Nc3cccnc3)cc2c(=O)n1C
22	Cc1cc(=O)c(C(=O)OC(C)C(=O)NC(N)=O)nn1-c1ccc(Cl)cc1 (configuration not stated)
23	O=C(Nc1ncn[nH]1)c1c(Cl)ccc(Cl)c1Cl
24	COc1ccc(/C=C/C(=O)NCc2ccccn2)cc1OC
assay / compound	17	18	19	20	21	22	23	24
TDP43 rescue	1%	?	-24%	-11%	17%	-8%	9%	-13%
aSyn yeast inh	1%	-12%	5%	-4%	-1%	-3%	-7%	-2%
FUS suppressor	.	?	1%	27%	-6%	-12%	-4%	13%
PTHR1 ag	-19%	i	-13%	?	i	i	i	i
GLP1R inv ag	3%	-1%	?	15%	9%	2%	3%	45%[activator]
Akt phos inh	i	i	i	i	i	i	i	i
Abeta yeast res	-13%	-17%	7%	24%	-7%	-4%	8%	6%
Mm-Cpn inhibitor	1%	-7%	-8%	0%	.	5%	2%	0%
GLP1R cytotox	-15%	-6%	-21%	5%	-3%	2%	-3%	9%

25	COc1ccc(CCNc2oc(COc3cccc(C)c3)nc2C#N)cc1OC
26	CC(C)c1ccc(-n2ccnc2SCC(=O)O)cc1
27	COc1ccc(C)cc1-n1c(-c2ccc(C)cc2)cc2c1CC(C)(C)CC2=O
28	COc1ccc(NC(=O)C2CC(=O)OC2c2ccccc2)cc1 (configuration not stated)
29	O=C(/C=C/c1ccc(Cl)cc1)N1CCC(c2nc3ccccc3o2)CC1
30	CCCc1nc2ccc(NC(C)=O)cc2c(=O)n1Cc1ccccc1Cl
31	COc1cc2[nH]c(C(=O)N3CCN(c4ccc(F)cc4)CC3)cc2c(OC)c1OC
32	COc1ccc(Cl)cc1NC(=S)NC(=O)c1ccco1
assay / compound	25	26	27	28	29	30	31	32
TDP43 rescue	-6%	12%	7%	-2%	0%	20µM*	12%	28%
aSyn yeast inh	.	0%	.	-4%	.	-1%	-3%	9%
FUS suppressor	?	-3%	6%	24%	3%	2%	?	-21%
PTHR1 ag	-95%[inhibitor]	-22%	?	i	-5%	-48%[inhibitor]	-13%	-31%
GLP1R inv ag	4%	7%	9%	2%	37%[activator]	2%	20%	-13%
Akt phos inh	.	i	.	i	.	i	i	i
Abeta yeast res	-13%	6%	-13%	-14%	-17%	0%	-10%	21%
Mm-Cpn inhibitor	.	-3%	.	-1%	.	0%	2%	-2%
GLP1R cytotox	3%	3%	20%	12%	-12%	2%	-8%	8%

33	O=C(O)c1ccccc1N=Nc1ccc(O)cc1
34	C/C(=N/NC(=O)c1cccs1)c1ccc(NC(=O)COc2ccc(Cl)cc2)cc1
35	Cn1cccc1C(C(=O)NC1CCCCC1)N(C(=O)Cc1cccs1)C1CC1 (configuration not stated)
36	Cc1c(C)c2c(C)[nH]nc2oc1=O
37	Cc1ccc(NS(=O)(=O)c2ccc(CCC(=O)O)cc2)cc1
38	CN1CCN(/N=C2/C(=O)Nc3ccc([N+](=O)[O-])cc32)CC1
39	c1ccc(COc2ccccc2CNCc2cccnc2)cc1
40	CCCCc1ccc(NC(=O)CN2C(=O)NC(Cc3ccccc3)C2=O)cc1 (configuration not stated)
assay / compound	33	34	35	36	37	38	39	40
TDP43 rescue	22%	11%	3%	-1%	0%	-19%	-19%	3%
aSyn yeast inh	-8%	-1%	0%	-5%	6%	-5%	-1%	0%
FUS suppressor	-41%	-1%	.	-26%	8%	14%	-14%	-4%
PTHR1 ag	i	-11%[57.5 µM]	i	i	-33%[inhibitor]	-9%	i	i
GLP1R inv ag	4%	19%	-2%	24%	0%	19%	0%	?
Akt phos inh	i	i	i	i	i	i	i	i
Abeta yeast res	-17%	-18%	-2%	11%	-1%	-11%	12%	1%
Mm-Cpn inhibitor	.	2%	1%	2%	1%	1%	-2%	0%
GLP1R cytotox	-23%	2%	-11%	1%	-4%	-27%	-9%	-13%

41	COc1ccc(C=O)cc1COc1ccccc1F
42	Cc1nnc(N2C(=O)C(O)=C(C(=O)c3ccco3)C2c2ccc(C(C)(C)C)cc2)s1 (configuration not stated)
43	C=CCN1C(=O)C2(C(C#N)=C(N)Oc3n[nH]c(CCC)c32)c2ccccc21 (configuration not stated)
44	CCN(CC(=O)Nc1cccc(C(C)=O)c1)S(=O)(=O)c1ccc(C)cc1
45	CCN(CC)S(=O)(=O)c1ccc(C(=O)NCc2ccc3c(c2)cc(C)n3C)cc1
46	COC(=O)CSc1[nH]c2ccc(F)cc2c1[N+](=O)[O-]
47	CC1CCN(C(=O)c2[nH]cnc2C(=O)N2CCN(c3ccccc3)CC2)CC1
48	COc1ccc2cc(C#N)c(SCC(=O)N3CCCC3)nc2c1
49	O=C1CCn2nc(-c3ccc(Cl)cc3)cc2N1
50	COCCNC(=O)/C(C#N)=C/c1cccs1
assay / compound	41	42	43	44	45	46	47	48	49	50
TDP43 rescue	1%	3%	7%	-22%	0%	25%	0%	-3%	?	16%
aSyn yeast inh	2%	-1%	0%	1%	-1%	-1%	-4%	10%	-5%	1%
FUS suppressor	7%	44%	-3%	11%	?	-20%	-16%	22%	-4%	-9%
PTHR1 ag	i	i	i	-1%	i	-11%	-5%	-6%	-19%	i
GLP1R inv ag	-22%	6%	13%	10%	3%	37%[activator]	-9%	35%[activator]	40%[activator]	8%
Akt phos inh	i	i	i	i	i	i	i	i	i	i
Abeta yeast res	-5%	-24%	-3%	-5%	10%	9%	-6%	-5%	-6%	9%
Mm-Cpn inhibitor	-5%	-9%	-2%	2%	-26%	0%	-2%	-2%	-1%	2%
GLP1R cytotox	?	41%[activator]	-22%	9%	-12%	1%	5%	-10%	-6%	?

# Screening results as filed in PubChem.

# The list is partial; rates above refer to the full screens.
